# Screens from PubChem BioAssay.
# CaV13 ICDI inh: Disruptors of the CACNA1D IQ motif to Ca2+-dependent inactivation inhibitor domain association, primary screening, Förster resonance energy transfer in intact living …; 340,000 compounds, 0.098% hits; AID 743397; inhibition, % at 12.3 µM; HEK cells, CFP/YFP FRET ICDI-IQ, plate reader, 10 min; percent FRET-ratio fall versus neutral wells;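 active = mean replicate inhibition of at least 30% and at least 1% of replicates passing that level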;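 also: 0% = median of the neutral control wells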
# PDI inh: inhibitors of human PDI, primary screen, biochemical, turbidity, single point, plate reader; Protein disulfide-isomerase (Homo sapiens), P07237; PDI insulin aggregation turbidity, A650, 90 min; inhibition, % at 10 µM; 350,000 compounds, 0.052% hits; AID 588391, 2011;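 active = mean inhibition across replicates of 30% or more, whatever share of single replicates reach that level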;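 also: absorbance from insulin aggregation driven by PDI reduction with DTT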
# Target sequence (P07237 whole entry, looked up): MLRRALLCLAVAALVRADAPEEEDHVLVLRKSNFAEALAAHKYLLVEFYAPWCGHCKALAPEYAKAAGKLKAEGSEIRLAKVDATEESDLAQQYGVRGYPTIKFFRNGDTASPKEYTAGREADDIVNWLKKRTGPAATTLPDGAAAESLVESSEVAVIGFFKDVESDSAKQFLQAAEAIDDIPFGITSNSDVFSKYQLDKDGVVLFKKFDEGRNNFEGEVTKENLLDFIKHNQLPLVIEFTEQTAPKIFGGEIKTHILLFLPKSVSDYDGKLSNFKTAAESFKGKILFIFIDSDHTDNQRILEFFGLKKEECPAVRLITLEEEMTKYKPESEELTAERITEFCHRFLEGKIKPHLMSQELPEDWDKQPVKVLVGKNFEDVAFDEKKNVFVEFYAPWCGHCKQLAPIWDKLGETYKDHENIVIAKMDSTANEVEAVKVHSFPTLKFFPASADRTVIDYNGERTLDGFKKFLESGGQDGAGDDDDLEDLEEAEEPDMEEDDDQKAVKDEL
# Granule exo inh: LAMP-1 surface exposure blockers, TALL-104 cells – cell-based, flow cytometry, MLPCN library, primary screen; TALL-104 LAMP-1 surface exposure; cells stimulated with thapsigargin and PMA; inhibition, % at 10 µM; 360,000 compounds, 0.66% hits; AID 651702, 2012;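 active = inhibition above about 55%, limit read from the data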
# Cardio protect: cardioprotection against H2O2-induced cell death, primary screen, uHTS, H9c2 cells, ATPLite luminescence | 360,000 compounds, 0.63% hits | protection from H2O2 cell death, % at 20 µM | AID 588492, 2011 | H9c2 cardiomyocytes, H2O2 injury protection, 2 h;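 active = compounds giving at least 50% protection of heart cells from peroxide-induced death in the single-dose screen, raw or plate-pattern-corrected value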;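 also: 0% = DMSO wells with peroxide and 100% = DMSO wells without peroxide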
# m5-HT2A agonist: mouse Htr2a agonists via beta-arrestin recruitment, primary screen, cell-based, luminescence | CHO-K1 mHTR2A beta-arrestin complementation; percent of 30 µM serotonin response | activation, % at 7.6 µM | 360,000 compounds, 0.66% hits | AID 624169, 2012;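 active = activation above a run cutoff, the mean activation of all tested compounds plus 3 SD, cut at about 14% in these data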;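 also: 0% = plate median of compound wells and 100% = 30 µM serotonin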
# Target sequence (P35363 whole entry, looked up): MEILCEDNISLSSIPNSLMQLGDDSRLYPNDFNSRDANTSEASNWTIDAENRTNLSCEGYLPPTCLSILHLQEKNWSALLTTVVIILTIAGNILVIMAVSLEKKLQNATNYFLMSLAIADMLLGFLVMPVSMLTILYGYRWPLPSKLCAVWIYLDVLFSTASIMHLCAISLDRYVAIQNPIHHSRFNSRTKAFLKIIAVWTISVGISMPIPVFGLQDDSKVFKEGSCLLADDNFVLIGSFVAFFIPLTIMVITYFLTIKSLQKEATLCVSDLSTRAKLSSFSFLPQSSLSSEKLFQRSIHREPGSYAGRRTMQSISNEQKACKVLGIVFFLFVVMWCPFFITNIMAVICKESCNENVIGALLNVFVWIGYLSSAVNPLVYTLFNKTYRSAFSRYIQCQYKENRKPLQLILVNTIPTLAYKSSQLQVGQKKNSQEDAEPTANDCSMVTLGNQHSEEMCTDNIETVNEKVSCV
# N-glyco inh: increase of ERlucT glycosylation luciferase signal, primary screen, N-linked glycosylation inhibitor project, D54 ERlucT cells, luminescence, set 2; D54 ERlucT glycosylation luciferase reporter, 24 h; percent of 100 nM tunicamycin response; reporter increase, % at 12.5 µM; 360,000 compounds, 0.23% hits; AID 588692, 2011;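 active = mean luciferase reporter signal, scaled so untreated is 0 and the glycosylation-blocking control 100, at or above a set limit in every replicate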;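 also: luciferase carries N-glycosylation sites so blocking glycosylation raises the light; 0% = median of neutral control wells and 100% = median of 100 nM tunicamycin wells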
# aDG glyco act: activators of alpha-DG glycosylation, primary screen, uHTS, Pro5-aDG cells, AlphaScreen. activation, % at 10 µM. alpha-DG glycosylation AlphaScreen (IIH6); 0% Pro5, 100% B10-LARGE cell signal. 360,000 compounds, 0.22% hits. AID 624168, 2012;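 active = activation of at least 8% versus controls, or a plate z-score of at least 8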;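 also: Pro5 are CHO cells carrying HIG-tagged alpha-DG that lacks glycosylation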
# Vif imaging: HIV Vif self-association inhibitors, primary screen, imaging, HEK293T, single point; HEK293T cells, Vif self-association by quenched fluorescence, 24 h; inhibition, % at 7.49 µM; 340,000 compounds, 0.35% hits; AID 602346, 2012; in the data active = inhibition above about 50%, passing the limit was not always enough; also: some results filed as inactive read as strong as hits
# ABCB6 inh MLPCN: ABCB6 transporter inhibitors, primary screen, K562-ABCB6 cells, flow cytometry, MLPCN library | 360,000 compounds, 0.19% hits | ATP-binding cassette sub-family B member 6 (Homo sapiens), Q9NP58 | fluorescence ratio to DMSO, % at 10 µM | K562-ABCB6 porphyrin accumulation, 1 h; active compounds read low;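 active = fluorescence ratio to DMSO below 75%, the collection mean minus 3 SD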;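 also: signal is porphyrin accumulated inside mitochondria; 100% equals median channel fluorescence of DMSO control wells; lower ratio means ABCB6 inhibition with less porphyrin fluorescence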
# hiPSC survival: enhancers of single-cell hiPSC survival, primary screen, ATPlite luminescence | 100% = ROCK inhibitor wells, 0% = DMSO | survival enhancement, % at 20 µM | 360,000 compounds, 0.044% hits | AID 602274, 2012; in the data active = survival enhancement above about 18%;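 also: cells exposed to compounds for 16 hours before the ATP read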
# * hit, by the source's call; · = not tested or not shown.
SMILES,CaV13 ICDI inh,PDI inh,Granule exo inh,Cardio protect,m5-HT2A agonist,N-glyco inh,aDG glyco act,Vif imaging,ABCB6 inh MLPCN,hiPSC survival
O=c1c2ccccc2ncn1CCc1ccncc1,-7.3,-0.7,-5.7,6.0,1.3,1.2,0.1,0.1,98.0,1.8
COc1ccccc1NC(=O)c1ccc(Br)o1,-4.2,-3.5,0.2,-2.9,-2.4,-0.6,0.1,-0.8,85.0,0.0
Cc1ccc[n+](-c2nc([O-])sc2C=O)c1,-7.7,2.8,-3.1,8.6,4.3,0.3,1.8,1.4,95.0,3.4
C=CCN(CC=C)C(=S)Nc1ccccc1,-3.3,-45.5,-0.5,6.4,-0.5,0.4,0.0,20.2,105.0,1.9
Cc1ccccc1N(CC(=O)NCC1CCCO1)C(=O)CNS(=O)(=O)c1ccc(F)cc1 (centres undefined),-3.3,10.1,-4.3,3.4,-0.3,2.3,-0.1,11.6,98.0,0.1
COc1cc(C2CC(=O)Oc3cc(C)c(Br)c(C)c32)cc(OC)c1OC (centres undefined),-4.9,-9.9,1.9,-14.0,-4.0,2.0,0.1,5.4,98.0,0.4
Cc1nn(-c2ccccn2)c2c1-c1nc(N3CCOCC3)ncc1CC2,·,4.3,4.2,48.8,3.9,-2.6,-0.6,-4.8,90.0,0.5
CC1(C)Oc2ccc(C(=O)N3CCCC3)cc2N(CC(=O)NCc2ccccc2)C1=O,-0.8,2.9,-2.0,-2.2,-1.8,0.0,0.2,-5.1,89.0,-2.5
CC1C(=O)C(C)C(c2ccc3c(c2)OCO3)NC1c1ccc2c(c1)OCO2 (centres undefined),-7.0,-4.4,-2.3,-4.4,-2.9,-0.8,0.0,2.5,94.0,-1.6
Brc1ccc(OCc2nc3ccccc3[nH]2)cc1,-2.2,14.6,3.3,-12.0,1.9,-5.2,0.2,-10.3,101.0,0.0
O=C(COc1ccccc1)Nc1nonc1NC(=O)COc1ccccc1,-8.6,7.2,-0.4,-3.9,-3.9,0.8,0.1,11.3,99.0,2.7
Cn1c(N)c(C(=O)COC(=O)c2ccc([N+](=O)[O-])o2)c(=O)n(C)c1=O,-5.1,8.3,0.2,18.6,5.4,7.5,0.5,-5.4,98.0,-0.1
CC(=O)Oc1ccc(-c2csc(Nc3ccc(Cl)cn3)n2)cc1,-1.9,-35.1,-10.4,-8.9,-3.1,0.6,0.0,9.7,96.0,0.2
CCOC(=O)C1CCCCN1Cc1cn[nH]c1-c1ccc(F)cc1F (centres undefined),-0.9,-6.0,-0.7,-4.7,0.7,0.4,0.0,2.6,93.0,-0.3
O=C(Nc1nc2n(n1)C(c1ccc(F)cc1)CC(c1ccccc1)N2)c1ccco1 (centres undefined),-5.0,-3.3,-5.9,-1.3,1.7,-1.4,-0.1,-10.8,102.0,-0.6
CCOc1ccc(-c2ccc(SCc3ccccn3)nn2)cc1,-1.0,-0.7,4.3,-4.2,-3.2,-4.8,0.2,-1.6,102.0,-0.8
COc1ccc(C(=O)COc2ccccc2C(N)=O)cc1,-6.6,0.2,-1.8,69.2*,1.6,-2.4,0.4,3.4,95.0,2.8
COc1ccccc1/C=C/C=N/n1c(-c2ccccc2)n[nH]c1=S,-1.8,-4.2,-1.2,-8.4,1.3,0.5,0.1,2.2,98.0,-0.5
O=C(CSc1nc2c(c(=O)[nH]1)CCC2)Nc1ccc(F)cc1,-4.4,7.3,-4.1,5.4,1.4,2.7,0.1,29.4,98.0,0.2
CC(C)c1ccc(NC(=O)N2CCCC2C(=O)Nc2ccc(-n3cnnn3)cc2)cc1 (centres undefined),-17.6,-16.5,-0.7,-2.9,-4.4,0.7,-0.1,29.4,96.0,0.2
NC(=O)c1ccccc1NC(=O)N1CCOCC1,-21.7,11.5,-8.5,6.0,3.3,1.3,-0.1,13.7,98.0,-0.3
CCC(NC(=O)CCc1c(C)c2cc3c(C)c(C)oc3cc2oc1=O)C(=O)N[C@@H](Cc1ccccc1)C(=O)O (some centres undefined),·,·,-4.0,-2.5,3.3,-3.5,-0.1,13.1,100.0,-0.6
CCCC(=O)Nc1cc(=O)[nH]c2ncnn12,-4.9,7.4,-1.4,-0.1,-0.3,-0.7,-0.3,-1.9,90.0,1.1
COc1ccc(NC(=O)c2cc(-c3cc(C)cc(C)c3O)n[nH]2)cc1Cl,-5.7,6.4,9.1,-17.6,4.3,-7.2,0.7,-15.6,92.0,8.6
COc1ccc(C(=O)Nc2ccc(/C(C)=N/NC(=O)c3ccccc3O)cc2)cc1OC,-5.1,-12.3,-1.9,-2.1,0.2,3.3,-0.4,-9.3,91.0,-2.0
COC(=O)C1=CN(Cc2cccs2)C=C(C(=O)OC)C1c1cccc(Cl)c1,-3.5,-1.1,2.0,1.5,-7.1,-5.5,0.9,-0.2,94.0,0.7
COc1cc(C(CC(=O)N2CCN(c3ccccc3)CC2)c2c(OC)cc(OC)c3ccc(=O)oc23)cc(OC)c1OC (centres undefined),-11.3,-2.4,-8.7,5.2,5.3,1.0,0.0,-5.5,95.0,-4.2
CCOC(=O)C1CCCN(C(=O)Cc2ccc(OC)c(OC)c2)C1 (centres undefined),-3.9,0.4,0.3,3.2,8.7,0.5,0.1,3.3,90.0,-2.0
C#CCN(C[C@H]1[C@H](OC(=O)NCc2ccccc2F)[C@H](OC(=O)NCc2ccccc2F)C[C@H]2C(=O)N(c3ccccc3)C(=O)[C@@H]12)S(=O)(=O)c1ccc(C)cc1,-5.3,10.5,1.1,-1.4,5.6,-2.1,0.0,-1.9,99.0,-3.0
CCCNC(=O)C(=O)c1cccn1-c1ccsc1C(=O)OC,-4.4,1.3,0.6,-17.3,3.0,1.2,0.1,-2.1,133.0,-3.6
CN(Cc1cccs1)C(=O)c1cc(S(=O)(=O)N2CCOCC2)ccc1F,-2.1,13.2,1.0,6.1,-0.6,-1.8,-0.1,19.0,90.0,0.1
COC(=O)c1cc(S(=O)(=O)N(C)C2CCCCC2)cn1C,-13.1,1.8,51.2,-1.3,-0.3,-3.5,-0.1,1.8,101.0,0.5
Cn1ncc(Cl)c1C(=O)NC1C2CC3CC(C2)CC1C3 (centres undefined),-2.8,13.2,-0.3,1.8,2.6,-3.6,-0.2,-2.1,102.0,2.0
O=C1c2c(Cl)c(Cl)c(Cl)c(Cl)c2C(=O)N1c1nccs1,-6.2,7.2,15.0,0.9,3.2,0.0,0.0,-2.2,94.0,4.0
COc1cccc(C(c2c(N)n(C)c(=O)n(C)c2=O)C(C)[N+](=O)[O-])c1 (centres undefined),-3.4,3.2,-2.5,6.8,-2.1,-0.6,0.0,2.3,100.0,0.6
O=C(CSCc1ccccc1)N1CCN(c2cccc(C(F)(F)F)c2)CC1,·,-4.3,1.5,-13.7,-9.1,1.2,0.0,-3.9,100.0,-2.1
Cc1ccccc1CNC(=O)Cn1ccc2cc(S(=O)(=O)N3CCCCCC3)ccc21,-2.2,5.5,5.8,-11.5,-3.3,-1.0,1.1,-20.9,96.0,-0.3
O=C(c1csc2ccccc12)N1CCCCCC1,·,1.9,-2.4,-10.8,2.9,-1.1,-0.2,·,91.0,-2.3
Cc1ccc(-c2nnc(CSc3nnc(COc4cccc5ccccc45)n3-c3ccccc3)o2)cc1,·,-4.9,2.3,-8.3,-4.8,-5.6,1.1,-14.9,90.0,11.3
Cc1sc(-c2ccncc2)nc1OC(=O)c1ccc(F)cc1F,-4.2,10.6,-4.7,6.7,-0.8,0.6,-0.1,0.6,103.0,2.1
CCC(=O)c1ccc(OCC(O)CN2C(=O)NC(C)(C)C2=O)cc1 (centres undefined),-2.2,·,-1.3,0.3,-1.6,-0.3,0.0,26.8,98.0,0.2
COc1ccc(/C=N/NC(=O)c2cc[n+]([O-])cc2)cc1,-2.3,2.2,-3.6,3.7,-5.4,1.1,-0.1,13.1,96.0,-0.6
O=C1NC2(CCOc3ccccc32)C(=O)N1CC(=O)N(Cc1ccccc1)C1CCS(=O)(=O)C1 (centres undefined),-3.9,-5.7,-2.0,3.8,-1.3,1.3,0.0,7.6,83.0,3.8
Cc1cc(C(O)c2ncc(-c3ccc(Cl)cc3)[nH]2)ccc1F (centres undefined),-6.6,-2.2,-2.9,-14.4,0.1,-1.6,0.3,·,95.0,-0.7
Cc1nc2nc(C)c(NS(=O)(=O)c3cccs3)c(=O)n2[nH]1,-7.3,7.2,-8.3,-0.2,4.8,1.9,0.2,7.9,98.0,-0.7
NC(=O)c1cc(NC(=O)c2ccc(NS(=O)(=O)c3cccs3)cc2)cc(C(N)=O)c1,7.2,3.0,-2.7,0.2,-6.0,-2.1,-0.1,1.2,100.0,-0.3
Cn1c2c(c(=O)n(C)c1=O)C(NS(=O)(=O)c1ccccc1)(C(F)(F)F)C(=O)N2 (centres undefined),·,5.4,5.6,-6.5,0.3,0.6,-0.2,-7.0,105.0,9.4
C/C(=N\N1CCN(C)CC1)c1ccc(OC(F)F)cc1,-4.8,-4.3,-1.6,-1.2,-6.5,-2.1,-0.1,·,96.0,5.0
Cc1c(C(=O)c2ccccc2)c2ccccn2c1CCC#N,-2.5,4.1,-4.3,-6.1,2.7,-1.2,-0.1,-0.7,99.0,0.8
COc1ccccc1NC(=O)C1=C(C)NC2=C(C(=O)CC(c3ccc(OC)c(OC)c3)C2)C1c1coc2ccccc2c1=O (centres undefined),-5.5,0.7,3.3,13.6,0.6,-3.3,-0.1,6.7,93.0,-1.6
COc1cc2c(cc1OC)C1(C)N(CC2)C(C(C)=O)=NN1c1ccc(Cl)cc1 (centres undefined),-19.9,-4.5,-2.1,-2.2,5.6,-3.3,0.0,-3.6,98.0,1.3

# Sorted by SMILES length (low to high): part of the list above
SMILES,CaV13 ICDI inh,PDI inh,Granule exo inh,Cardio protect,m5-HT2A agonist,N-glyco inh,aDG glyco act,Vif imaging,ABCB6 inh MLPCN,hiPSC survival
CCCNC(=O)C(=O)c1cccn1-c1ccsc1C(=O)OC,-4.4,1.3,0.6,-17.3,3.0,1.2,0.1,-2.1,133.0,-3.6
COc1ccccc1/C=C/C=N/n1c(-c2ccccc2)n[nH]c1=S,-1.8,-4.2,-1.2,-8.4,1.3,0.5,0.1,2.2,98.0,-0.5
Cc1nc2nc(C)c(NS(=O)(=O)c3cccs3)c(=O)n2[nH]1,-7.3,7.2,-8.3,-0.2,4.8,1.9,0.2,7.9,98.0,-0.7
Cc1ccccc1N(CC(=O)NCC1CCCO1)C(=O)CNS(=O)(=O)c1ccc(F)cc1 (centres undefined),-3.3,10.1,-4.3,3.4,-0.3,2.3,-0.1,11.6,98.0,0.1
COc1cc(C(CC(=O)N2CCN(c3ccccc3)CC2)c2c(OC)cc(OC)c3ccc(=O)oc23)cc(OC)c1OC (centres undefined),-11.3,-2.4,-8.7,5.2,5.3,1.0,0.0,-5.5,95.0,-4.2
